Bioassay records as filed in PubChem.
RPL19A-GFP yeast = alters RPL19A-GFP fluorescence in TOR pathway yeast screen | S. cerevisiae RPL19A-GFP strain, flow cytometry, 3 h; hits give low values | percent response vs DMSO, % at 10 µM | 330,000 tested, 0.3% active;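 active = percent response vs DMSO below 50%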;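 note: median channel GFP fluorescence of the barcoded RPL19A-GFP strain; ratio of sample median GFP to plate DMSO average so 100% = DMSO; lower means less RPL19A-GFP as with rapamycin TOR inhibition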
LAP4-GFP MLPCN = modulators of TOR pathway LAP4-GFP in S. cerevisiae; S. cerevisiae LAP4-GFP multiplex, flow cytometry GFP, 3 h; median GFP as percent of DMSO wells; GFP response vs DMSO, % at 10 µM; 320,000 tested, 0.34% active;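 active = GFP response vs DMSO above a set limit, about the screen mean plus 3 SD, cut at about 150% in these data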
ZTA DNA inh = blocks Epstein-Barr virus ZTA, an EBNA-1 counter-screen; ZTA-DNA binding, fluorescence polarization; inhibition, % at 11 µM; 320,000 tested, 0.15% active; in the data active = inhibition above about 33%
proCasp7 act = counter-screen for procaspase-3 activators: activators of human procaspase-7 | recombinant procaspase-7, Ac-DEVD-pNA absorbance 405 nm; D23A/D198A/D206A triple mutant, cannot self-cleave; scale: DMSO 0, 5 µM enzyme 100 | activation, % at 8.5 µM | 330,000 tested, 0.093% active;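 active = percent activation above the screen-wide mean plus 3 SD, cut at about 25% in these data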
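Assay system: Uncleavable procaspase-7 mutant enzyme / Input: 2 µM procaspase-7 mutant as dispensed / Dosing: single nominal 8.5 µM compound dose, 0.8% DMSO final / Timing: 1 h enzyme–compound preincubation and 2 h substrate reaction, both 25 °C / Detection: p-Nitroaniline absorbance at 405 nm, read at 0 and 120 min / Replication: singlicate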
EBNA-1 inhibitor = blocks EBNA-1 binding to DNA; inhibition, % at 14.8 µM; EBNA-1 DNA binding, fluorescence polarization; 300,000 tested, 0.34% active; in the data active = inhibition above about 28%
AHR activator = activates the human aryl hydrocarbon receptor. AID 2796. 320,000 tested, 2.5% active. activation, % at 5 µM. AHR-responsive luciferase reporter cells, luminescence; in the data active = activation above about 47%;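 note: 0% = vehicle wells and 100% = reference agonist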
procasp3 activ = activates human procaspase-3 | P42574 | recombinant procaspase-3 D3A, Ac-DEVD-pNA absorbance 405 nm | activation, % at 8.5 µM | 330,000 tested, 0.11% active | AID 463141;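 active = activation above the mean of all tested compounds plus 3 SD, cut at about 21% in these data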;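 note: 0% = DMSO alone and 100% = DMSO wells spiked with extra 5 µM PC-3 D3A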
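Assay system – Procaspase-3 D3A mutant, all three cleavage aspartates alanine · Controls – DMSO-only low control, 5 µM PC-3 D3A high control · Schedule – 1 h compound preincubation, 2 h substrate hydrolysis at 25 °C · Signal – 405 nm absorbance of p-nitroaniline, reads at 0 and 120 min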
MEP2 TOR yeast = modulators of TOR pathway MEP2-GFP in S. cerevisiae; S. cerevisiae MEP2-GFP strain, flow cytometry GFP, 3 h; 100% = DMSO control level; AID 2016; 330,000 tested, 0.51% active; GFP response vs DMSO, % at 10 µM;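 active = GFP response versus DMSO above a set limit, roughly screen mean plus 3 SD, cut at about 180% in these data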;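 note: median GFP fluorescence of the barcode-gated MEP2-GFP cells per well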
* = called active by the depositor; · = not tested or not shown.

structure	ZTA DNA inh	procasp3 activ	proCasp7 act	RPL19A-GFP yeast	MEP2 TOR yeast	EBNA-1 inhibitor	LAP4-GFP MLPCN	AHR activator
CC1CCN(C(=O)Cn2c(=O)n(Cc3ccc4c(c3)OCO4)c(=O)c3ccccc32)CC1	18	-1	3	103	101	0	99	0
CCN(Cc1ccccc1)c1ccc(/C=N/N2CCOCC2)cc1	-3	0	1	99	101	0	104	6
CC(C)[C@H](NS(=O)(=O)c1ccccc1)C(=O)Nc1nccs1	·	6	14	104	105	·	110	-1
COc1ccc(/C=N/Nc2cc(C)nc3ccc(OC)cc23)c(OC)c1	19	-17	-29	104	130	7	103	43
CCCc1cnc(N2CCN(C(=O)c3ccc(OC)cc3)CC2)nc1	4	3	6	102	109	-10	106	5
Cc1cc(C(=O)Nc2ccc3c(c2)CCC3)ccc1[N+](=O)[O-]	3	7	0	93	97	9	109	6
Cc1ccsc1C(=O)OCC(=O)c1cc2ccccc2o1	-8	7	4	99	100	-7	112	4
CCN(C[C@H]1N[C@@](Cc2ccccc2)(C(=O)OC)[C@H]2C(=O)N(Cc3ccccc3)C(=O)[C@@H]12)C(=O)Nc1ccc(F)cc1	·	7	-9	103	102	·	103	1

Gathered by group, the entries above with four or more nitrogen atoms
structure	ZTA DNA inh	procasp3 activ	proCasp7 act	RPL19A-GFP yeast	MEP2 TOR yeast	EBNA-1 inhibitor	LAP4-GFP MLPCN	AHR activator
CCCc1cnc(N2CCN(C(=O)c3ccc(OC)cc3)CC2)nc1	4	3	6	102	109	-10	106	5
CCN(C[C@H]1N[C@@](Cc2ccccc2)(C(=O)OC)[C@H]2C(=O)N(Cc3ccccc3)C(=O)[C@@H]12)C(=O)Nc1ccc(F)cc1	·	7	-9	103	102	·	103	1

Carrying on.
structure	ZTA DNA inh	procasp3 activ	proCasp7 act	RPL19A-GFP yeast	MEP2 TOR yeast	EBNA-1 inhibitor	LAP4-GFP MLPCN	AHR activator
C=CCNC(=S)N/N=C(\C)c1cccc(NC(C)=O)c1	-15	17	-16	96	84	-7	90	12
CCOc1ccc(N(CC)C(=O)c2cn(CC)c(=O)c3cc(OC)c(OC)cc23)cc1	13	2	4	98	102	-16	98	2
CC(=O)N1c2ccc(S(=O)(=O)N3CCCC(C(=O)Nc4ccc(F)cc4)C3)cc2CC1C (stereo unspecified)	-3	4	3	98	106	2	96	1
COc1ccccc1NCC(O)Cn1c2ccccc2c2ccccc21 (stereo unspecified)	7	-2	3	107	113	15	118	47
COc1ccccc1NS(=O)(=O)c1ccc2oc(SCC(C)=O)nc2c1	-12	10	-2	97	100	-2	108	1
CCCCCNc1nc2ccccc2nc1NS(=O)(=O)c1cccs1	-6	4	-5	95	97	-7	96	-1
O=C(N/C(=C\c1ccco1)C(=O)N1CCOCC1)c1ccco1	7	1	0	102	105	-2	101	2
COc1ccc(S(=O)(=O)NCC2CCCN(C(=O)c3sccc3C)C2)cc1 (stereo unspecified)	4	7	8	103	101	-3	107	1
O=C(COC(=O)/C=C/c1ccc(S(=O)(=O)N2CCOCC2)cc1)NCc1ccc(Cl)cc1	1	8	-2	93	93	-2	100	1
COc1ccc(CNC(=O)CN(Cc2ccc(Cl)cc2)S(C)(=O)=O)cc1	-23	15	6	105	109	1	104	-2
C/C(N)=C(/C#N)C(=O)COC(=O)CCSc1ccccc1	-4	0	4	105	102	-4	103	1
COc1cc(CNC(C)c2ccccc2)c(Br)cc1OCC(N)=O (stereo unspecified)	9	2	7	103	113	5	112	1
CC(=O)CSc1nc2c(c(=O)[nH]c(=O)n2C)n1Cc1cccc(Br)c1	-8	3	-5	105	114	-3	100	-2
Cc1cc(N2CCN(c3ccccc3)CC2)nc(N)n1	12	-2	2	98	97	11	95	-1
Cc1ccc2oc(C(=O)N(C)CCC(O)c3ccccc3)c(C)c2c1 (stereo unspecified)	7	8	6	100	107	-3	95	7
Cn1nc(C(C)(C)C)c(NC(=O)c2sccc2Cl)c1C(C)(C)C	8	-4	2	103	107	-5	104	5
COCCNC(=O)CSc1nc2c(n1-c1ccccc1)CCCC2	5	-2	-1	104	113	4	110	0
COc1ccccc1NC(=O)Nc1nc(CC(=O)Nc2ccc(F)cc2)cs1	-7	11	0	98	102	24	104	32
COc1ccc(/C=N/NC(=O)Nc2nonc2N)cc1	3	-9	5	101	111	2	104	3
Nc1cc(S(=O)(=O)Nc2ccccc2Cl)ccc1N1CCCCC1	·	-15	-20	94	91	·	101	3
CC(CNC(=O)CCc1nnc2ccc(N3CCC4(CC3)OCCO4)nn12)c1ccccc1 (stereo unspecified)	-10	0	-2	101	102	-5	89	1
Cc1cc(/C=N/O)c(C)n1-c1ccc(Br)cc1	-15	-3	-6	98	100	-7	96	4
COc1ccc(NC(=O)CN(c2ccc(C(C)C)cc2)S(=O)(=O)c2c(C)noc2C)cc1OC	1	-1	9	94	113	5	101	-3
COCCOC(=O)CC1=NC(=O)CS1	-9	0	2	101	92	-3	87	2

7 compounds from above, sorted by the value under AHR activator, lowest first.
structure	AHR activator
COc1ccc(NC(=O)CN(c2ccc(C(C)C)cc2)S(=O)(=O)c2c(C)noc2C)cc1OC	-3
COc1ccc(CNC(=O)CN(Cc2ccc(Cl)cc2)S(C)(=O)=O)cc1	-2
COCCNC(=O)CSc1nc2c(n1-c1ccccc1)CCCC2	0
COc1ccc(S(=O)(=O)NCC2CCCN(C(=O)c3sccc3C)C2)cc1 (stereo unspecified)	1
Nc1cc(S(=O)(=O)Nc2ccccc2Cl)ccc1N1CCCCC1	3
CCCc1cnc(N2CCN(C(=O)c3ccc(OC)cc3)CC2)nc1	5
COc1ccccc1NC(=O)Nc1nc(CC(=O)Nc2ccc(F)cc2)cs1	32

More records follow:
structure	ZTA DNA inh	procasp3 activ	proCasp7 act	RPL19A-GFP yeast	MEP2 TOR yeast	EBNA-1 inhibitor	LAP4-GFP MLPCN	AHR activator
CCN1CCN(Cc2c(C)[nH]c3ccc(C(=O)OC)cc3c2=O)CC1	-13	7	3	93	101	-1	94	1
Cc1c(NC(=O)/C(C#N)=C/c2cccs2)c(=O)n(-c2ccccc2)n1C	-15	3	4	101	101	6	93	2
O=C(COc1cccc(Cl)c1)Nc1ccccc1N1CCCCC1	-7	7	0	100	100	9	94	18
COc1cc(C(=O)Nc2nc(N)n(-c3ccccc3)n2)cc(OC)c1OC	3	5	9	95	107	11	101	3
Cc1ccn2c(CNCC3OCCc4ccccc43)c(C(=O)N3CCCCCC3)nc2c1 (stereo unspecified)	13	4	0	108	106	7	95	4
COc1ccc(N(CC(=O)N2CCC(Cc3ccccc3)CC2)S(C)(=O)=O)cc1	2	2	11	98	96	-6	98	-2
CCOC(=O)C1=C(C)NC(C)=C(C(=O)OCC)C1C	17	4	-8	99	97	4	99	34
CCc1ccc(OC)c(S(=O)(=O)N2CCN(C(=O)c3ccco3)CC2)c1	1	-3	12	101	106	-3	96	0

Compounds listed so far that contain a cyano group (2):
structure	ZTA DNA inh	procasp3 activ	proCasp7 act	RPL19A-GFP yeast	MEP2 TOR yeast	EBNA-1 inhibitor	LAP4-GFP MLPCN	AHR activator
C/C(N)=C(/C#N)C(=O)COC(=O)CCSc1ccccc1	-4	0	4	105	102	-4	103	1
Cc1c(NC(=O)/C(C#N)=C/c2cccs2)c(=O)n(-c2ccccc2)n1C	-15	3	4	101	101	6	93	2

Next section.
structure	ZTA DNA inh	procasp3 activ	proCasp7 act	RPL19A-GFP yeast	MEP2 TOR yeast	EBNA-1 inhibitor	LAP4-GFP MLPCN	AHR activator
Nc1cc(S(=O)(=O)Nc2ccccc2Cl)ccc1N1CCOCC1	7	-4	7	89	97	5	107	1
CCCOC(=O)c1cc2ccccc2oc1=O	5	-2	9	95	98	2	92	3
Cc1ccccc1Cn1ccc(-c2ccc(Cl)cc2)c(C#N)c1=O	0	5	6	100	103	12	104	1
COC(=O)/C(=C\Nc1ccccc1N)c1ncc(C(F)(F)F)cc1Cl	8	-2	-9	102	106	-5	98	69*
CCOC(=O)C1CCN(CCCSc2ccc(C)cc2)CC1	15	7	-4	105	107	-2	95	1
CCN1CCN(CCCNC(=O)CCCn2nc(C)c3sc4ccccc4c3c2=O)CC1	1	2	-1	101	102	1	105	-1
O=C(CN1CCOCC1)Nc1nc2ccc(F)cc2s1	-14	2	7	104	112	2	103	36
CSc1ccc(/C=N/NC(=O)CN2CCN(Cc3ccc(Cl)cc3)CC2)cc1	-6	-4	-8	104	100	2	88	0
Cc1c(C(=O)N2CC(C)OC(C)C2)sc2nc(-c3ccc(F)cc3)cn12 (stereo unspecified)	15	-4	-3	103	101	9	103	2
CSc1sc(C(=O)NCC2CC2)cc1S(=O)(=O)C(C)C	-2	5	-5	91	92	-3	98	-1
CCn1c(N2CCN(CC(=O)c3c[nH]c4ccccc34)CC2)nc2c1c(=O)[nH]c(=O)n2C	-7	-5	-2	94	92	-9	91	19
COc1ccc(C)cc1NC(=O)CCNC(=O)Cn1cnc2ccccc2c1=O	-8	-8	-1	103	103	-1	100	1
CCc1c(C)sc(NC(=O)c2cccs2)c1C#N	-5	-1	-14	97	99	-11	86	90*
O=C(COc1ccccc1[N+](=O)[O-])N(C1CCCCC1)C1CCS(=O)(=O)C1 (stereo unspecified)	4	4	3	98	99	-9	97	0
O=C1c2cccc3cccc(c23)C(=O)N1Cc1cccnc1	-7	1	0	96	94	8	·	-1
N#Cc1c(N2CCOCC2)nc(N2CCCCC2)c2c1CCN(C1CCCCC1)C2	23	1	16	94	95	3	90	-2
